High-throughput results as filed in PubChem.
S3 lipid droplet: qHTS Assay for Lipid Storage Modulators in Drosophila S3 Cells; Potency in µM for hits, for the others lipid storage change, negative = inhibition, % at the top dose, mostly 46.1 µM; 320,000 compounds, 0.64% hits; AID 2685, 2010; Drosophila S3 cells, BODIPY lipid droplet fluorescence, 18-24 h; cells fed with added oleic acid; active means well fitted inhibition curve with a large enough effect in the signal ratio, with a control signal flat, not every such curve was filed as active; inconclusive means small, poorly fitted or top-dose-only effect, or effect the other way, or a change in a side signal; the % refers to the signal ratio
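Drosophila S3 cells got compounds at several concentrations plus oleic acid (400 uM solution). Laser-scanning cytometry with 488 nm excitation read lipid droplets at 500-530 nm and cells at 575-640 nm. Percent activity was relative to 20 uM Triacsin C.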
S3 lipid droplet cell count max: also measured in S3 lipid droplet; calls as there; cell number change, %; measured here: cell count max response;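 cells counted by Cell Tracker Red CMTPX staining in the red channel; peak over a dose series mostly up to 46.1 µM; percent activity relative to internal control wells on each plate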
Active calls of the source: *; i = inactive; ? = inconclusive; / = not tested or not shown; [ ] = another dose, or the depositor's remark. On the % scale 0 is the no-effect control and ±100 the full control effect; potency means the concentration at half of the fitted maximal effect.

Order of results – S3 lipid droplet | S3 lipid droplet cell count max
> COc1cccc(NC(=O)CN2C(=O)COc3ccc(S(=O)(=O)N4CCC(C)CC4)cc32)c1
 : -29.2% | /
> CCN1CCN(CCc2nc3cc(NC(=O)COc4ccccc4)ccc3n2C)CC1
 : ? | /
> CSCCC(/C(O)=C(\C#N)c1nc2ccccc2[nH]1)N1C(=O)c2ccccc2C1=O (configuration not stated)
 : ? | /
> COc1ccc2nc(SCC(=O)Nc3cc(C)on3)c(C#N)cc2c1
 : ? | /
> CCC(=O)N1CCN(CCN=CC2=C(O)CC(c3ccc(OC)cc3)CC2=O)CC1 (configuration not stated)
 : -19.7% | 9.2
> Cn1cc(C(=O)NCc2cccs2)c(=O)c2cc(S(=O)(=O)N3CCCC3)ccc21
 : 0.8% | 7.7
> Cc1cc(OC(=O)Cc2cccc3ccccc23)c([N+](=O)[O-])c(=O)[nH]1
 : ? | /
> COc1ccccc1/C=C(\NC(=O)c1ccc(OC)c(OC)c1)C(=O)Nc1cc([N+](=O)[O-])ccc1C
 : 12.2% | -1.8
> CC1CCN(S(=O)(=O)c2ccc3c(ccn3CCC(=O)N3CCCCC3)c2)CC1
 : i | -22.5
> CSCCC(NC(=O)c1ccoc1C)C(=O)O (configuration not stated)
 : -12.0% | -17.5
> Cc1ccc(CNC(=O)CCc2ccc(S(=O)(=O)NC3CCCCC3)cc2)cc1
 : ? | /
> COc1ccc(-c2nn(CCC#N)cc2/C=N/O)cc1OC
 : ? | /
> O=C(CCNC(=O)c1ccc(Cl)cc1)Nc1ncccc1O
 : -11.4% | 5.9
> Cc1cc(C)c(S(=O)(=O)/N=C2/C=C(Sc3ncn[nH]3)C(=O)c3ccccc32)cc1C
 : ? | /
> CC(NC(=O)c1ccco1)c1nc(-c2ccc(C(C)(C)C)cc2)no1 (configuration not stated)
 : i | -0.9
> COCCCNC(=O)CC(NS(=O)(=O)c1ccc(F)cc1)c1ccc(OC)cc1 (configuration not stated)
 : i | /
> C=CCN1CN(CCc2ccccc2)CNC1=S
 : 15.6% | -5.6
> C[C@@H](C(=O)OCC(=O)Nc1cc(S(=O)(=O)N2CCOCC2)ccc1Cl)N1C(=O)C2CCCCC2C1=O (some centres not stated)
 : ? | /
> OCc1ccc(O)c2ncccc12
 : ? | /
> COC(C/C=C/[C@@H](O)COCc1ccccc1)OC
 : ? | /
> Cc1ccc(S(=O)(=O)Nc2ccccc2/C=N/c2nc3ccccc3n2C(C)C)cc1
 : ? | /
> Cc1ccc(Cn2c(=N)c(C(=O)NCc3ccco3)cc3c(=O)n4ccccc4nc32)cc1
 : ? | /
> COc1ccc(S(=O)(=O)NC(C)C(=O)NCc2cccnc2)cc1OC (configuration not stated)
 : ? | /
> CN(CCc1cnn(C)c1)Cc1cn(C)nc1-c1ccc2c(c1)OCCO2
 : -6.8% | -5.1
> C[C@H]1CC[C@@]2(O[C@H](CCO)C[C@@H](O)[C@@H]2O)O1
 : -4.7% | 17.2
> O=C(C1CCCO1)N1CCN(C(=S)Nc2cccc(F)c2)CC1 (configuration not stated)
 : 3.5% | 2.6
> CCCCn1c(SCC(=O)NCc2ccccc2)nc2ccc(N3CCOCC3)cc2c1=O
 : i | /
> Cc1ccccc1NC(=O)CSc1nc(O)cc(=O)n1C
 : ? | /
> COc1ccccc1-c1cc(C(F)(F)F)n2ncc(S(=O)(=O)c3ccccc3)c2n1
 : -13.4% | -12.9
> COc1ccc(-c2cn(-c3ccc(SC(F)F)cc3)c3[n+]2CCC3)cc1OC
 : ? | /
> CCCCCc1ccc(S(=O)(=O)NCCc2ccncc2)cc1
 : ? | /
> COc1ccccc1N(CC(O)COc1c(C)cc(C)cc1C)S(=O)(=O)c1ccccc1 (configuration not stated)
 : 20.2% | 5.8
> NC(=O)CC(NC(=O)c1ccccc1)c1ccc(NCCOc2ccccc2)c([N+](=O)[O-])c1 (configuration not stated)
 : 8.4% | 4.2
> Cc1ccc(NC(=O)COC(=O)c2ccn(C)n2)cc1
 : i | /
> CCC1(COC(=O)Nc2cccc(Cl)c2)COC1
 : 4.8% | 3.1
> Cc1cc(C(=O)Nn2cnnc2)ccc1[N+](=O)[O-]
 : ? | /
> COCC1CCCN(Cc2nc(Cc3ccccc3)no2)C1 (configuration not stated)
 : 12.7% | -2.1
> O=C(OCCn1cncn1)c1cc2ccccc2oc1=O
 : ? | /
> N#Cc1c(-c2ccc(Cl)cc2)cc(-c2cccs2)nc1SCC(=O)O
 : 0.6% | 3.3
> Cc1cccc(OCC(O)Cn2c(N3CCCCC3)nc3c2c(=O)[nH]c(=O)n3C)c1 (configuration not stated)
 : i | 19.8
> O=C(N/N=C/c1sc(N2CCOCC2)nc1-c1ccccc1)c1ccccc1O
 : ? | /
> O=C(COC(=O)/C=C/c1cccc(Br)c1)NCc1ccco1
 : -20.1%[0.0737 µM] | -20.9
> CCOc1ccc(NC(=O)N(C2CCCC2)C2CCN(C(C)=O)CC2)cc1
 : 0.3% | -3.5
> O=c1c2cn[nH]c2nc(SCc2c(F)cccc2F)n1-c1ccc(Cl)cc1
 : 3.3% | -9.0
> COCc1c(CCl)cnc(C)c1O
 : -14.4% | 7.0
> O=c1c2c(nc3cc(-c4ccc(F)cc4)[nH]n13)CCCC2
 : 8.6% | -22.8
> Cc1cc(F)ccc1S(=O)(=O)N(C(=O)c1ccncc1)c1ccc(OC(=O)c2ccncc2)cc1
 : -4.3% | 10.6
> S=C(N/N=C1\CCc2ccccc21)NC1CCCCC1
 : 26.5% | 22.4
> O=C(Nc1ccc(S(=O)(=O)N2CCCC2)cc1)c1cccnc1Cl
 : i | /
> C=C(C)COc1ccc(-c2ncncc2-c2ccc(Cl)cc2)c(O)c1
 : 15.6% | -12.4
> COc1cc2c(cc1OC)C(Cc1ccc(O)cc1)N(C)CC2 (configuration not stated)
 : 5.3% | 0.9
> COc1ccc(C(=O)NNC(=S)NC(=O)c2ccc(OC)cc2)cc1
 : -5.7% | -16.1
> CCOc1ccc2nc(NC(=O)CS(=O)(=O)c3ccc(C)cc3)sc2c1
 : i | /
> COc1ccc(-c2ccc(SCC(=O)Nc3cc(C)on3)nn2)cc1OC
 : 24.9% | 5.1
> O=C(NNC(=O)c1ccccc1Cl)c1ccco1
 : ? | /
> O=C(NCCCN1CCOCC1)c1ccc(Cl)cc1Cl
 : -27.3% | /
> Cc1ccc(S(=O)(=O)N(C)CCCC(=O)Nc2cccc3ccccc23)cc1
 : 17.2% | -6.9
> OCCC1CN(C2CCC2)CCN1Cc1ccc(F)c(F)c1 (configuration not stated)
 : ? | /
> COc1cc(N)c(Cl)cc1NC(=O)c1ccccc1
 : 21.4% | -1.7
> Cc1onc(-c2c(F)cccc2Cl)c1C(=O)NC(=S)NCc1cccnc1
 : i | 5.7

An excerpt from above in order of SMILES length, descending.
Order of results – S3 lipid droplet | S3 lipid droplet cell count max
> O=C(N/N=C/c1sc(N2CCOCC2)nc1-c1ccccc1)c1ccccc1O
 : ? | /
> O=C(Nc1ccc(S(=O)(=O)N2CCCC2)cc1)c1cccnc1Cl
 : i | /
> O=C(NCCCN1CCOCC1)c1ccc(Cl)cc1Cl
 : -27.3% | /
> COCc1c(CCl)cnc(C)c1O
 : -14.4% | 7.0

Later entries.
Order of results – S3 lipid droplet | S3 lipid droplet cell count max
> O=C(CN1C(=O)CSC1=O)Nc1ccc2c(c1)OCCO2
 : ? | /
> c1ccc(CN2C3=NCCN3c3ccccc32)cc1
 : -6.3% | -10.4
> C/C(CCN1CCCCc2nc(C)c(C)cc21)=N\O[C@@H](C)CN1CCCCc2nc(C)c(C)cc21
 : 9.9% | 9.0
> O=S(=O)(c1ccccc1)N1N=C(c2cccs2)CC1c1cccc(O)c1 (configuration not stated)
 : ? | /
> O=S(=O)(NC1=NCCCCCC1)c1cccs1
 : -17.4% | -11.3
> O=c1c2cc(Br)cc(Br)c2oc2nc3n(c(=O)c12)CCCS3
 : ? | /
> NC(=S)N/N=C/C=C/c1ccccc1
 : ? | /
> CC1CCCCN1C(=O)COC(=O)C1CCN(S(=O)(=O)c2ccc3c(c2)OCCO3)CC1 (configuration not stated)
 : ? | /
> COc1ccc2c(c1)C(=O)[C@@H](OC(=O)NCc1ccc3c(c1)OCO3)[C@H](c1ccc(OC)c(Br)c1)O2
 : ? | /
> O=C(NC1CCCc2ccccc21)c1ccccc1Br (configuration not stated)
 : ? | /
> C=CCN1C(=O)CN=C1Nc1ccc(F)cc1
 : -14.4% | 14.4
> COc1ccc(NC(=O)CN(C)C(=O)Cc2n[nH]c(=O)c3ccccc23)cc1
 : 0.4% | 7.0
> Cc1cc(C)nc(N2N=C(C(C)(C)C)CC2=O)n1
 : ? | /
> Cc1ccc(C(=O)Nc2nc(N)n(-c3ccccc3)n2)cc1
 : -2.9% | /
> CCN1CCN(Cc2c3ccccc3cc3ccccc23)CC1
 : -4.2% | 6.2
> CC(C)c1ccccc1NC(=O)C1C2C=CC(C2)C1C(=O)O (configuration not stated)
 : -0.8% | 0.8
> Cc1ccc(N(C(=O)c2snc(C(N)=O)c2N)C(C(=O)NC2CCCC2)c2ccco2)cc1 (configuration not stated)
 : ? | /
> COc1cc(OC)cc(C(=O)NCCN2CCOCC2)c1
 : -9.1% | -12.9
> COc1ccc2[nH]c(C)c(CCNC(=S)Nc3ccccc3C)c2c1
 : ? | /
> CCOc1ccc(NC(=O)CS(=O)CC(=O)N(CC(=O)NC(C)(C)C)C2CCCC2)cc1 (configuration not stated)
 : 18.1% | -35.5
> Cc1ccc(NC(=O)C(=O)NCCCN2CCOCC2)c(C)c1
 : ? | /
> COc1ccc(NC(=O)CCN2CCC(C)CC2)cc1
 : ? | /
> O=C(COC(=O)CCC(=O)c1ccc(F)cc1)Nc1cccc(S(=O)(=O)N2CCOCC2)c1
 : ? | /
> O=C(O)Cn1nnnc1SCC(=O)Nc1ccc(F)cc1F
 : ? | /
> CCCn1c(COc2ccccc2)nc2ccccc21
 : ? | /
> Cc1ccc2c(COC(=O)c3ccccc3Br)cc(=O)oc2c1
 : i | 8.7
> O=C(NNC(=O)c1cc2ccccc2cc1O)Nc1ccc(F)cc1F
 : 14.3% | -0.1
> O=C(NCc1ccccc1Cl)C1CCN(S(=O)(=O)N2CCOCC2)CC1
 : 4.9% | 6.7
> Cc1cccn2c(=O)c(/C=N/O)c(N3CCCCC3)nc12
 : ? | /
> O=C(Nc1cccc2ncccc12)c1cc([N+](=O)[O-])ccc1Cl
 : 7.4% | -3.9
> COc1ccccc1Nc1nc(Cl)c(C=O)s1
 : ? | /
> CCOC(=O)c1ccc(NC(=O)CNC(=O)C23CC4CC(CC(C4)C2)C3)cc1
 : -12.7% | -0.3
> CCC1CCc2sc(C(=O)NCC(c3ccccc3OC)N3CCCC3)cc2C1 (configuration not stated)
 : ? | /
> CCN(C(=S)Nc1cccnc1)c1ccccc1
 : -1.9% | -1.9
> CCn1cc([N+](=O)[O-])c(C(=O)Nc2ccn(Cc3ccccc3)n2)n1
 : 23.4% | 10.2
> O=C(CCc1ccc(S(=O)(=O)N2CCOCC2)cc1)Nc1cc(Cl)ccc1N1CCOCC1
 : -27.0% | -16.2
> O=C1c2ccccc2C2(c3ccccc3)N1CCN2C(=O)C(Cl)(Cl)Cl (configuration not stated)
 : 14.1% | 19.4
> O=C1Nc2cc(C(=O)NCCCN3CCCC3)ccc2S/C1=C/c1ccccc1F
 : ? | /
> CC(C)(C)NS(=O)(=O)c1ccc(/C=C/C(=O)O)cc1
 : -7.8% | -10.6
> O=C(c1nc(SCc2ccc([N+](=O)[O-])cc2)n2ccccc12)C(F)(F)F
 : 3.1% | -5.8
> CC(C)(CO)NCc1cccs1
 : ? | /
> O=C(CCCN1C(=O)/C(=C\c2cccs2)SC1=S)Nc1cccnc1
 : -37.6% | 22.2
> COc1ccccc1-c1nn(Cc2ccccc2)cc1/C=C/C(=O)O
 : ? | /
> Cc1ccc(CNC(=O)CNC(=O)c2c(C)nn(C)c2Cl)cc1
 : ? | /
> O=C(Nc1ccc2snnc2c1)Nc1cccc2ccccc12
 : ? | /
> O=C(Nc1nc2c(s1)CCCC2)c1cc(-c2ccccc2)nc2ccccc12
 : 6.3% | 1.3
> COc1ccc(Nc2nc(-c3c(C)nc4ncccn34)cs2)cc1
 : -6.7% | -9.5
> O=C(c1cn(-c2ccccc2)nc1-c1ccc(F)cc1)N1CCOCC1
 : 0.6% | -9.6
> CCOC(=O)C(NC(=O)Nc1ccc(C(N)=O)cc1)(c1ccccc1)C(F)(F)F (configuration not stated)
 : ? | /
> Cc1cccc(OCCCC(=O)Nc2nc3ccccc3[nH]2)c1
 : ? | /
> Cc1ccc2nc(-c3ccccc3)nc(SC(C)C(=O)NCc3cccs3)c2c1 (configuration not stated)
 : ? | /
> CC(C)C(NC(=O)c1ccc(F)cc1)C(=O)N1CCN(C(=O)c2ccco2)CC1 (configuration not stated)
 : -18.6% | -10.0
> Cn1c2c(c(=O)n(C)c1=O)CN(CCN1CCNCC1)CN2
 : ? | /
> Nn1c(SCC(=O)Nc2nccs2)nnc1-c1ccccn1
 : 20.8% | 17.2
> COc1cc(Cl)c(S(=O)(=O)NCc2cccnc2)cc1Cl
 : 9.9% | -2.4
> CN1c2ccccc2C(C)(C)[C@]12C=Cc1cc(O)ccc1O2
 : ? | /
> CC1CCCN(c2ccc(C(=O)NCCc3ccccc3)cn2)C1 (configuration not stated)
 : i | -28.1
> Nn1c(-c2cccs2)nc2sc3c(c2c1=O)CCCC3
 : ? | /
> CCOC(=O)CC1C(=O)NCCN1S(=O)(=O)c1cc(Cl)c(Cl)cc1Cl (configuration not stated)
 : -6.0% | 8.1
> O=C(O)c1ccc(N/N=C/C2=C(N3CCOCC3)C(=C\c3ccccc3)/CC2)cc1
 : 8.4% | -0.7
> CC(C)C[C@H]1CN=C(Nc2ccccc2)N1CCC(C)c1ccccc1 (some centres not stated)
 : ? | /

These rows are one share of the data (hit frequency here may not be typical).
